Source: PubChem
FN deposit inh: inhibitors of fibronectin matrix deposition, primary screen, AH1F cells, Alexa488-fibronectin fluorescence, plate reader; AID 743247, 2014; hit rate 0.086% among 350,000; AH1F fibroblasts, overnight; inhibition, % at 12.6 µM;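 active = mean inhibition across replicates of 30% or more, regardless of how many single replicates reach that level; inconclusive = mean under 30% yet at least half of replicates reach 30%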;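 also: positive control wells lacked labelled fibronectin entirely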
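Measured by – fluorescence 485/525 nm · System – AH1F fibroblast monolayer, labelled fibronectin deposition · Amount – 10000 cells per well · Buffer or medium – serum-reduced DMEM (2% serum) · Doses – single dose, pinned · Also added – fluorescent fibronectin at 24 nM final · Schedule – 1 h cell attachment, overnight exposure to compound and label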
RAD52 anneal inh: RAD52 DNA annealing inhibitors, primary screen, biochemical, FRET, single point, set 2. hit rate 0.46% among 360,000. DNA repair protein RAD52 homolog (Homo sapiens), P43351. recombinant RAD52 DNA annealing, FRET fluorescence. inhibition, % at 18.7 µM;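 active = every replicate showing at least 50% inhibition; inconclusive = mean inhibition at least 50% but not in every replicate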
Target sequence (P43351 whole entry, looked up): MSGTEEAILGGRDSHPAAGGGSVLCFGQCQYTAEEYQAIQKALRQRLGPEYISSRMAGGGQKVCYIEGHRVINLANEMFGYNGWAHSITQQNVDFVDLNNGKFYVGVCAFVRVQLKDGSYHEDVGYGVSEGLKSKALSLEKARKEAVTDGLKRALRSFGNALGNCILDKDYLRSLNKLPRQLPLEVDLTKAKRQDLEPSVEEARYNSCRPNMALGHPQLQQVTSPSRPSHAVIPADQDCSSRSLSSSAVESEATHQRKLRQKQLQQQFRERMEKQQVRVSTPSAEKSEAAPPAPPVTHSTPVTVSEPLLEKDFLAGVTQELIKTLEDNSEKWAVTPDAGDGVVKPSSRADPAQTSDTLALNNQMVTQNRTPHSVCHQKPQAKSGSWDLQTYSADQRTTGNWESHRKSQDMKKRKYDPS
EWS-Fli inh: EWS/Fli-driven NR0B1 reporter inhibitors, primary screen, A673 cells, NR0B1 luciferase, luminescence, MLPCN library | viability-normalised | hit rate 0.67% among 350,000 | inhibition, % at 12.6 µM;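 active = mean inhibition of at least 50% after viability correction, with every replicate also passing that limit; inconclusive = mean reaches 50% but only one of two replicates passes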;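 also: firefly luciferase signal divided by Alamar Blue viability fluorescence both relative to DMSO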
esBAF inh: Bmi1 luciferase reporter increase in mESCs, primary screen, esBAF inhibitor project, mouse ES cells, Bmi1 luciferase knock-in, single point; reporter increase, % at 12.5 µM; 24 h; 100% = twice the neutral-well signal; hit rate 2% among 350,000; AID 602393, 2012; in the data active = activation above about 40%; inconclusive = no clear call, values can overlap the other calls;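 also: 0% = median of the plate's neutral control wells and 100% = double that signal; a rise in the Bmi1 reporter signal indicates esBAF inhibition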
RAD54 branch: inhibitors of human RAD54 branch migration, primary screen, biochemical, fluorescence, single point. inhibition, % at 10.4 µM. DNA repair and recombination protein RAD54-like (Homo sapiens), Q92698. hit rate 0.14% among 360,000. RAD54 Holliday junction branch migration, FAM/BHQ fluorescence. AID 602329, 2012;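 active = mean normalized replicate activity at least 40 and at least half of replicates scoring 40 or more; inconclusive = only one of the two criteria met; inactive = mean below 40 and under half of replicates reaching 40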;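 also: 0% = median of neutral control wells and 100% = median of positive control wells; inhibitors cause a drop in the FAM fluorescence signal; in these data hits start at about 50%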
XiGFP reactiv: activators of inactive X chromosome reactivation, primary screen, imaging, XiGFP fibroblasts, GFP high-content imaging, set 2 | activation, % at 7.58 µM | hit rate 0.055% among 360,000 | XiGFP mouse fibroblasts, % GFP-positive cells imaging, 3 d; cells co-treated with 5-aza-dC sensitizer; scaled so ellipticine positive control = 100% | AID 743238, 2013;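 active = mean normalized replicate activation at least 10% and every replicate at or above 10%; inconclusive = only one of the two criteria met; inactive = mean below 10% and not all replicates reach 10%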;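 also: 0% = median of on-plate neutral control wells and 100% = ellipticine 6 µM median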
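System: 68-5-11 XiGFP fibroblast line | Buffer or medium: DMEM containing 5-aza-dC | Compound: Single point | Times: Compounds 3 days, fix/stain 15 min at room temperature | Benchmarks: Positive control ellipticine, 6 µM final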
S100A4 inh HTS: inhibitors of S100A4-myosin IIA peptide binding, primary screen, biochemical, fluorescence polarization, TAMRA-MyoIIA peptide; hit rate 0.14% among 360,000; Protein S100-A4 (Homo sapiens), P26447; inhibition, % at 10.7 µM;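 active = mean inhibition of at least 70% across replicates, with every replicate also reaching that level; inconclusive = mean inhibition reaches 70% but some replicates fall short; inactive = mean inhibition below 70%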
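incubation = readout 5 min after mixing, signal stable up to 60 min | system = S100A4 monomer protein | buffer or medium = HEPES pH 7.2 with CaCl2, KCl, NaCl, DTT, Triton | benchmarks = neutral control DMSO, positive control TFP | also added = fluorescent myosin IIA peptide, 5 nM | compound dosing = one concentration per compound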
E-sel inducer: E-selectin induction in HUVECs, primary screen, imaging, HUVEC, immunofluorescence imaging, single point | normalized: neutral wells 0, TNF-alpha wells 100 | hit rate 0.37% among 260,000 | P16581 | activation, % at 7.58 µM;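 active = mean E-selectin-positive cell signal at least 10% of the positive control, reached in at least 60% of replicates, without over 20% cell loss; inconclusive = no rule given, readout overlaps actives, possibly toxicity-flagged; inactive = the rest, including those meeting only one limit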;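 also: in these data hits start at about 27%; measured in HUVEC primary endothelial cells; signal is the percent of cells scored E-selectin positive by PE staining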
Target sequence (P16581 whole entry, looked up): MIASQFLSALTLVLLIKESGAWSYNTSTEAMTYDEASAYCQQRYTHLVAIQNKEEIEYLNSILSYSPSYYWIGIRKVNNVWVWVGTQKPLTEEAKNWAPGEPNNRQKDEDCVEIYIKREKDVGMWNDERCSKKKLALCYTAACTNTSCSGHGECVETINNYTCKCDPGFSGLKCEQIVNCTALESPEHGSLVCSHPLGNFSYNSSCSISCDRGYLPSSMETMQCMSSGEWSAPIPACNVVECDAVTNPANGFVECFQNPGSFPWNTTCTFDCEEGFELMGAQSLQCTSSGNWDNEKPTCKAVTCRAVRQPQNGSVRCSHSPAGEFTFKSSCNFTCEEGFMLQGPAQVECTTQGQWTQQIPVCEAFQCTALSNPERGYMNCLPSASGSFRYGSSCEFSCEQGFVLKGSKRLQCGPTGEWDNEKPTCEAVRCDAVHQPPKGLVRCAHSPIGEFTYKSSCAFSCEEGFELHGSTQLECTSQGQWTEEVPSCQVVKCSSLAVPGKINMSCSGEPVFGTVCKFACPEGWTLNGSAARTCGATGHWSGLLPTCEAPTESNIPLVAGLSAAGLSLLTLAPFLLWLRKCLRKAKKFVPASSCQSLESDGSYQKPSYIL
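assay system = HUVEC, human umbilical vein endothelial cells | input = 3,000 HUVEC seeded per well | medium = EGM-2 growth medium on 0.1% gelatin-coated wells | dosing = one compound dose added by pin transfer | signal = immunofluorescence imaging | read-out basis = % PE-positive cells | control set = TNF-alpha, DMSO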
An asterisk follows results filed as active; u = inconclusive; x = not tested or not shown.

#	mol	S100A4 inh HTS	E-sel inducer	RAD52 anneal inh	EWS-Fli inh	esBAF inh	FN deposit inh	XiGFP reactiv	RAD54 branch
1	COc1cccc(NP(=O)(Oc2ccccc2Cl)Oc2ccccc2Cl)c1	-3	x	-6	7	1	-1	-0.1	1
2	COP(=O)(OC)C(Nc1ccccc1)c1ccccc1 (stereo not drawn)	-3	0.2	1	-7	1	10	0.0	1
3	Cc1ccc(-c2nc3ccccc3c(=O)n2-c2ccc(O)cc2)cc1	-4	x	-10	2	-1	-4	0.0	x
4	C=C1[C@H]2CC[C@H]3[C@]4(C)C[C@H](O[C@@H]5OC(CO)[C@@H](OSOOO)[C@H](OS(=O)(=O)O)[C@H]5OC(=O)CC(C)C)C[C@@H](C(=O)O)[C@H]4CC[C@]3(C2)[C@H]1O (stereo partly drawn)	0	0.8	-4	-2	-3	8	0.0	-5
5	N[C@@H]1CC[C@@]2(O)[C@H]3Cc4ccc(O)c5c4[C@@]2(CCN3CC2CC2)C1O5 (stereo partly drawn)	0	x	-8	5	5	x	x	13
6	CC(=O)NN1C(=O)c2ccccc2NC1c1cccnc1 (stereo not drawn)	-6	3.6	-8	-3	x	-11	0.2	x
7	Cn1cc2c([N+](=O)[O-])cc([N+](=O)[O-])cc2n1	-1	-0.6	-19	1	x	-3	-0.6	x
8	O=C(Cc1ccccc1)N1CCCCN2[C@H](CO)[C@H](c3ccc(C#CC4(O)CCCC4)cc3)[C@H]2C1	-9	-0.5	8	7	x	x	0.0	-1
9	CCOC(=O)CSc1ccc(C(=O)N2CCC3(CC2)OCCO3)cc1[N+](=O)[O-]	-4	x	-13	1	0	x	0.3	0
10	C[C@]12CCC(=O)C=C1CCC1C2CC[C@@]2(C)C1CC[C@@]2(O)CC#N (stereo partly drawn)	-9	x	x	x	-6	0	x	16
11	COC(=O)C1=C(c2ccc(OC(F)(F)F)cc2)C[C@@H]2CC[C@H]1N2C(=O)NCc1ccc(F)cc1	-2	-0.1	3	9	-3	15	0.1	-11
12	O=C(CCc1nnc2ccc(NCc3ccccc3)nn12)N1CCC2(CC1)OCCO2	4	x	-15	-1	-1	0	-0.1	6
13	Cc1c2cnn(CC(=O)N3CCC4(CC3)OCCO4)c(=O)c2c(C)n1Cc1cccc(Cl)c1	16	x	-12	x	-5	4	0.1	-7
14	Cc1nc(Cl)sc1C(=O)Nc1ccc2ccccc2c1	2	x	-26	-111	x	1	0.1	x
15	COc1ccccc1N1CCN(CCc2c[nH]c3cc4c(cc23)OCO4)CC1	-3	0.2	1	-9	x	5	-0.1	x

#	mol	S100A4 inh HTS	E-sel inducer	RAD52 anneal inh	EWS-Fli inh	esBAF inh	FN deposit inh	XiGFP reactiv	RAD54 branch
16	Cc1cc(C)[n+](C2C3CC4CC(C3)CC2C4)o1 (stereo not drawn)	-3	x	-11	-7	x	2	-0.1	x
17	COC(=O)C1=C(c2ccc(C(C)=O)cc2)C[C@@H]2CC[C@H]1N2C(=O)N1CCCC1	2	-0.1	-2	-7	-14	-2	0.0	9
18	O=c1[nH]c(O)c(C=Nc2ccc(F)c(Cl)c2)c(=O)[nH]1	-1	u	-14	-5	-8	-1	0.1	8
19	CCOC(=O)[C@]12Cc3cc(OC)ccc3[C@H]1N(Cc1ccccc1)C(=O)c1cc(OC)ccc12	-3	0.4	-9	17	x	2	-0.1	x
20	CC12CCC(=O)C=C1CC(O)C1C2CCC2(C)C1CCC2(C)O (stereo not drawn)	16	1.2	4	-1	-3	-1	0.0	-7
21	O=C(Nc1nccs1)C(Cl)(Cl)Cl	1	x	-16	0	x	-1	0.0	x
22	Cc1cc2ccccn2c1C(C[N+](=O)[O-])c1c(F)cccc1Cl (stereo not drawn)	-3	x	-9	11	-14	4	0.1	-3
23	CCC1(CC)C(=O)C=CNC1=O	-1	2.0	-8	-1	-3	-3	0.2	2
24	CC(=O)O[C@@]12CO[C@@H]1C[C@H](O)[C@@]1(C)C(=O)[C@H](O)C3=C(C)[C@@H](O)C[C@@](O)([C@@H](OC(=O)c4ccccc4)C12)C3(C)C (stereo partly drawn)	1	x	0	-10	-3	x	x	12
25	COC(=O)C1=C(c2cc3ccccc3s2)C[C@@H]2CC[C@H]1N2C(=O)NCc1ccc(F)cc1	-4	-0.1	-8	0	11	-3	0.3	2
26	O=P1(NCCCl)OCCC(OO)N1CCCl (stereo not drawn)	0	-0.1	20	4	x	0	-0.1	x
27	COc1ccc(C#Cc2ccc([C@@H]3[C@H](CO)N4CCCCN(C(=O)Cc5ccncc5)C[C@@H]34)cc2)cc1	-16	1.5	-69	x	x	x	0.1	-5
28	COC(=O)c1cccc(N=Cc2c(O)n(Cc3ccc(F)cc3)c(=O)[nH]c2=O)c1	-4	x	-14	9	x	-9	0.0	9
29	CCC(=O)N1[C@@H]2c3ccc(C4=CCCC4)c(=O)n3C[C@H]1[C@H](CO)[C@H]2C(=O)OC	5	0.1	-11	-2	-3	-3	0.3	-12
30	CN(C)C(=O)[C@@H]1[C@@H](CO)[C@@H]2Cn3c(cccc3=O)[C@H]1N2CC1CC1	8	-0.4	-3	-4	-2	x	0.0	-3

#	mol	S100A4 inh HTS	E-sel inducer	RAD52 anneal inh	EWS-Fli inh	esBAF inh	FN deposit inh	XiGFP reactiv	RAD54 branch
31	C[N+]1(C)CCOC(O)(c2ccc(-c3ccc(C4(O)C[N+](C)(C)CCO4)cc3)cc2)C1 (stereo not drawn)	-2	0.1	71*	-5	0	-2	0.1	19
32	Cc1ccc(-n2c(O)c(/C=N/c3ncc(Br)cc3Br)c(=O)[nH]c2=O)cc1	-10	4.6	-84	2	x	-2	0.0	x
33	CN1CCC2(O)OCCCC2C1 (stereo not drawn)	-3	-0.1	-11	-3	-4	0	0.1	7
34	CCOc1cc(C(=O)N2CCC3(CC2)OCCO3)cc(OCC)c1OCC	-1	x	-9	5	1	x	x	-7
35	C=CCN1C(=O)NC(=O)/C(=C/c2ccoc2)C1=O	x	x	x	x	2	-7	0.0	-24
36	COc1ccc(C(=O)N2Cc3cnnn3-c3ccccc3C2C#N)cc1 (stereo not drawn)	-2	-0.6	-5	-9	-1	4	0.1	-2
37	CN[C@@H](C)[C@@H](O)c1ccccc1	3	-0.2	-14	-10	2	1	0.0	-13
38	Cc1cc(Cl)ccc1OC(C)C(=O)O (stereo not drawn)	-4	-0.1	-15	-16	0	2	0.2	4
39	CC(Cc1ccccc1)[n+]1cc(/N=C(\[O-])N(C)C)on1 (stereo not drawn)	2	x	3	x	9	x	x	1
40	Cc1ccnc(-n2c(C)cc(/C=C3\C(=O)NC(=S)N(C)C3=O)c2C)c1	-15	-0.1	-50	0	x	9	0.1	7
41	COC(=O)C1=C(c2c(C)noc2C)C[C@@H]2CC[C@H]1N2C(=O)NC1CC1	-1	-0.1	-20	-12	-1	2	-0.1	1
42	O=C1NC(=S)N(C2CC2)C(=O)/C1=C/c1ccc2c(c1)CCN2CCCCl	x	x	x	x	-5	-1	0.3	-8
43	CN(C)CC#Cc1ccc([C@@H]2[C@@H](CO)N3CCCCN(C(=O)Cc4ccccn4)C[C@@H]23)cc1	6	0.1	37	-11	x	-6	0.0	-6
44	COc1ccc(CCC(=O)NCCc2cnc[nH]2)cc1	-1	0.0	-18	-2	-3	0	0.1	-2
45	CCC1C(C#N)=C(N)Oc2c1c(=O)oc1ccccc21 (stereo not drawn)	-2	0.1	-9	10	-3	1	0.0	0

#	mol	S100A4 inh HTS	E-sel inducer	RAD52 anneal inh	EWS-Fli inh	esBAF inh	FN deposit inh	XiGFP reactiv	RAD54 branch
46	O=C1NC(=O)C(Nc2ccccc2)C(=O)N1	-4	-0.1	-6	4	7	-7	0.0	-2
47	COc1ccccc1-n1c(O)c(/C=C2\C=Nc3ccccc32)c(=O)[nH]c1=O	18	0.3	-173	6	1	-10	0.0	-7
48	CCCCn1c(=O)c(C(=O)Nc2ccccn2)c(O)c2ccccc21	-4	x	-7	7	-6	1	-0.1	0
49	CCCCCCn1c(=O)c(C(=O)Nc2c(C)n(C)n(-c3ccccc3)c2=O)c(O)c2ccccc21	-3	0.2	-10	2	0	-4	-0.2	-2
50	COC(=O)[C@H]1[C@H](CO)[C@H]2Cn3c(ccc(-c4ccccc4F)c3=O)[C@@H]1N2CC1CCCC1	-10	-0.1	6	66*	4	x	0.1	-14
51	NNCc1cccc(O)c1	-2	1.7	-40	-8	22	5	-0.1	-6
52	CN(C)CC1CCCCC1OC(=O)c1ccc(Cl)c(Cl)c1 (stereo not drawn)	10	0.2	4	3	x	1	0.0	x
53	Cc1oc(-c2ccc(F)cc2F)nc1CN1C[C@@H]2C[C@@H](C1)c1cccc(=O)n1C2	11	x	-22	6	x	-16	0.0	x
54	O=C(Nc1ccccc1)Oc1ccccc1	7	x	-24	-20	7	x	x	0

Excerpt: compounds 45 to 53
#	mol	S100A4 inh HTS	E-sel inducer	RAD52 anneal inh	EWS-Fli inh	esBAF inh	FN deposit inh	XiGFP reactiv	RAD54 branch
45	CCC1C(C#N)=C(N)Oc2c1c(=O)oc1ccccc21 (stereo not drawn)	-2	0.1	-9	10	-3	1	0.0	0
46	O=C1NC(=O)C(Nc2ccccc2)C(=O)N1	-4	-0.1	-6	4	7	-7	0.0	-2
47	COc1ccccc1-n1c(O)c(/C=C2\C=Nc3ccccc32)c(=O)[nH]c1=O	18	0.3	-173	6	1	-10	0.0	-7
48	CCCCn1c(=O)c(C(=O)Nc2ccccn2)c(O)c2ccccc21	-4	x	-7	7	-6	1	-0.1	0
49	CCCCCCn1c(=O)c(C(=O)Nc2c(C)n(C)n(-c3ccccc3)c2=O)c(O)c2ccccc21	-3	0.2	-10	2	0	-4	-0.2	-2
50	COC(=O)[C@H]1[C@H](CO)[C@H]2Cn3c(ccc(-c4ccccc4F)c3=O)[C@@H]1N2CC1CCCC1	-10	-0.1	6	66*	4	x	0.1	-14
51	NNCc1cccc(O)c1	-2	1.7	-40	-8	22	5	-0.1	-6
52	CN(C)CC1CCCCC1OC(=O)c1ccc(Cl)c(Cl)c1 (stereo not drawn)	10	0.2	4	3	x	1	0.0	x
53	Cc1oc(-c2ccc(F)cc2F)nc1CN1C[C@@H]2C[C@@H](C1)c1cccc(=O)n1C2	11	x	-22	6	x	-16	0.0	x

These rows are one share of the data (hit frequency here may not be typical).
